Screening results from PubChem.
TSHR antagonist: Antagonists of the Thyroid Stimulating Hormone Receptor: HTS campaign; TSHR-expressing cells, TSH-stimulated cAMP HTRF, 2 h; hits give low values; AID 504810, 2011; hit rate 0.2% among 330,000; Thyrotropin receptor (Homo sapiens), P16473; activity change, negative = inhibition, % at 11.5 µM;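 active means activity change below a set negative limit, meaning inhibition stronger than a set level, cut at about -70% in these data; inconclusive means activity change between two set negative limits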; further: on the % scale 0 is the no-effect control and ±100 the full control effect
Target sequence (P16473 whole entry, looked up): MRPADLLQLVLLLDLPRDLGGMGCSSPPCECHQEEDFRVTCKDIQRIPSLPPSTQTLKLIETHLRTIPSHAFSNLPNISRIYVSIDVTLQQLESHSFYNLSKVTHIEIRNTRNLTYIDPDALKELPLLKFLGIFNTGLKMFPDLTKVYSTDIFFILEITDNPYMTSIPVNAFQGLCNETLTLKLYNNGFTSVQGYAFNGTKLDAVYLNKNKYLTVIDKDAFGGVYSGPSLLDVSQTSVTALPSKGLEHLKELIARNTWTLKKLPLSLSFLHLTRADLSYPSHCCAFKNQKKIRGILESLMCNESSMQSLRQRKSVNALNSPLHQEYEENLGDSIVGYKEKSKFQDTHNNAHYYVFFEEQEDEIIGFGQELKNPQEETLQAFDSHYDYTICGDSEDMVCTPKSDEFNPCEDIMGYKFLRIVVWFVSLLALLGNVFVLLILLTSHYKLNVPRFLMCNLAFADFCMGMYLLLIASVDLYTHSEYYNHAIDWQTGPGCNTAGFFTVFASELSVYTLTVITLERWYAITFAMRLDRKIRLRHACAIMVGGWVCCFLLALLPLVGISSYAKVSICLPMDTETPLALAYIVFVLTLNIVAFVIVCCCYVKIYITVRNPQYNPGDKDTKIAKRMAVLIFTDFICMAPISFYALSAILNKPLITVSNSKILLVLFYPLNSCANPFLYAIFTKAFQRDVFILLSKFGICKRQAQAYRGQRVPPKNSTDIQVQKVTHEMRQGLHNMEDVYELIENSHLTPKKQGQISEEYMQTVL
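Cell-based HTRF cAMP assay; TSHR cells + compound, TSH EC80 (4nM final), 2 h, 37 deg C. Lysis with anti-cAMP cryptate and cAMP-d2, 30 min RT, read 665/620 nm.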
B2AR arrestin: qHTS assay of beta-arrestin-biased ligands of beta2-adrenergic receptor; beta-arrestin recruitment to beta2AR, cell-based reporter; AID 492947, 2010; Potency, µM (top dose mostly 46.1 µM), for the others: at the highest dose activation, most hits filed as activators; hit rate 0.02% among 330,000; Beta-2 adrenergic receptor (Homo sapiens), P07550;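 further: potency means the concentration at half of the fitted maximal effect; 0% = DMSO controls and full agonism = EC100 isoproterenol or metaproterenol; nearly all actives have a fitted effect of over 65% in size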
Chronic BCR inh: qHTS Assay to Find Inhibitors of Chronic Active B-Cell Receptor Signaling; ABC-DLBCL IkBa-CBG/CBR reporter, luminescence ratio, 4 h; Potency, µM (highest dose often 46.1 µM), for inactives: top-dose ratio change, negative = lower green/red ratio, most hits filed as inhibitors; hit rate 0.05% among 340,000; active means well fitted inhibition curve with a large enough effect in the signal ratio, with a control signal flat, not every such curve was filed as active; inconclusive means small, poorly fitted or top-dose-only effect, or effect the other way, or a change in a side signal; the % refers to the signal ratio;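 further: potency means the concentration at half of the fitted maximal effect; plate controls were basal doxycycline-induced cells for no effect and cells given 10 µM MG132 for full effect; MG132 reads +100%, hits lower the ratio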
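Concentration-response series (up to 46 uM) were applied to TMD8 dual-reporter cells for 4 h at 37C with doxycycline. Green/red ratio, after filter-overlap correction, defined %Activity; red signal alone was normalised to basal cells and zero luminescence.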
PTAP TSG101 blk: qHTS Assay for Iinhibitors of HIV-1 Budding by Blocking the Interaction of PTAP/TSG101. Fluorescence polarization, FITC-PTAP peptide / Tsg101 binding. 340,000 tested, under 10 active. Potency, µM (titrated, usually from 115 µM), inactives show at the highest dose activity change, negative = inhibition, usual class: inhibitors; active means well fitted inhibition curve with a large enough effect in the main read-out, with a control signal flat, not every such curve was filed as active; inconclusive means small, poorly fitted or top-dose-only effect, or effect the other way, or a change in a side signal; inactive means no such curve, though single readings can be large or run the other way; further: potency means the concentration at half of the fitted maximal effect; % of control where 0% means no effect
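Steps: Tsg101 binding domain dispensed (10 uM final), compounds pinned in DMSO, FITC-labeled PTAP-motif peptide added (50 nM final); after 20 min binding at room temperature, polarization measured.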
USP2a inh: qHTS Assay for Inhibitors of Ubiquitin-specific Protease USP2a Using CHOP2 as the Reporter | hit rate 0.01% among 330,000 | USP2 core, Ub-CHOP2 coupled fluorogenic reporter, 485/531 | Potency, µM (series often up to 38.3 µM), without a hit: top-dose activity change, negative = inhibition, most hits filed as inhibitors | Ubiquitin carboxyl-terminal hydrolase 2 (Homo sapiens), O75604;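 further: potency means the concentration at half of the fitted maximal effect; plate controls were DMSO wells for no effect and full inhibition by NEM control for full effect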
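Deubiquitinase activity read as fluorescence (485/531 nm) after Ub-CHOP2 cleavage activates the enterokinase reporter on its substrate; USP2 core 10nM, Ub-CHOP2 and substrate 25nM each, 30min compound preincubation then 60min RT; data normalized to NEM, curves fitted.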
uPA generation: qHTS for Inhibitors of Cell Surface uPA Generation; Potency, µM (titrated, usually from 38.3 µM), inactives show top-dose activity change, negative = inhibition, hits mostly inhibitors; cell surface uPA generation assay, qHTS; hit rate 0.31% among 330,000; active means well fitted inhibition curve with a large enough effect; inconclusive means small, poorly fitted or top-dose-only effect; inactive means no such curve, though single readings can be large or run the other way; tested in mouse RAW 264.7 cells; further: potency means the concentration at half of the fitted maximal effect; on the % scale 0 is the no-effect control and ±100 the full control effect; nearly all actives have a fitted effect of over 55% in size
Eya2 phos inh: qHTS Assay for Inhibitors of the Phosphatase Activity of Eya2. Potency, µM (top dose mostly 76.9 µM), for the others: at the top dose activity, negative = inhibition, hits mostly inhibitors. hit rate 0.006% among 330,000. recombinant Eya2, OMFP fluorescence dephosphorylation (OMFP is methylfluorescein phosphate); further: potency means the concentration at half of the fitted maximal effect; on the % scale 0 is the no-effect control and ±100 the full control effect
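Eya2 (0.2 uM) preincubated 10 min at ambient with compound, then OMFP substrate added at 50 uM; 10 min reaction in 50 mM HEPES pH 7.5, 50 mM NaCl, 5 uM MgCl2, 0.05% BSA, 1 mM DTT. Fluorescence read at Ex 485/Em 525 nm.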
TCR act: Activators of T cell receptors: qHTS campaign | AID 504894, 2011 | 330,000 tested, under 10 active | primary human leukocytes, anti-CD3, IL-2 HTRF, 48 h | Potency, µM (doses to about 9.22 µM), inactives show top-dose activation of IL-2 secretion, usual class: activators; further: % of control where 0% means no effect
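IL-2 release read by HTRF sandwich (Eu cryptate donor, d2 acceptor, 665 nm emission) after 48 hr exposure of primary human leukocytes to compound together with anti-CD3 beads in the absence of co-stimulatory signals.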
Mito fusion act: qHTS Assay for Small Molecule Inhibitors of Mitochondrial Division or Activators of Mitochondrial Fusion. S. cerevisiae fusion-defective mutant growth rescue, CellTiterGlo 48 h. Potency, µM (top dose mostly 46.1 µM), for the others: top-dose growth rescue (activation), usual class: activators. hit rate 0.23% among 320,000. AID 485298, 2010;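 further: potency means the concentration at half of the fitted maximal effect; % of control where 0% means no effect; nearly all actives have a fitted effect of over 45% in size; temperature-sensitive fusion mutants such as fzo1-1 at 37 °C on non-fermentable ethanol glycerol medium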
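Read-out: ATP-based luminescence (CellTiterGlo, 10 min ambient) reporting growth of fusion-defective ts yeast after 48 hours at 37C on glycerol/ethanol YPEG medium in the presence of compound.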
ELG1 repair inh: qHTS screen for small molecules that inhibit ELG1-dependent DNA repair in human embryonic kidney (HEK293T) cells expressing luciferase-tagged ELG1; HEK293T ELG1-luciferase reporter, luminescence, 16 h; DNA damage induced by 5-fluorouridine; Potency, µM (highest dose often 46.1 µM), for the others: at the highest dose activity change, negative = inhibition, usual class: inhibitors; hit rate 2.3% among 330,000; AID 504467, 2011; further: potency means the concentration at half of the fitted maximal effect; on the % scale 0 is the no-effect control and ±100 the full control effect; nearly all actives have a fitted effect of over 55% in size
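HEK293T cells expressing luciferase-tagged ELG1 (2,000/well) received 5-Fluorouridine plus compound or DMSO for 16 hr at 37 °C. Luciferase was read by ONE-Glo luminescence after 30 min at room temperature.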
Tb PFK inh: qHTS Assay to Find Inhibitors of T. brucei phosphofructokinase; ATP-dependent 6-phosphofructokinase (Trypanosoma brucei brucei), O15648; T. brucei PFK, ADP-Glo luminescence; Potency, µM (top dose mostly 57.5 µM), without a hit: top-dose activity, negative = inhibition, most hits filed as inhibitors; hit rate 0.17% among 330,000;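 further: potency means the concentration at half of the fitted maximal effect; 0% = uninhibited 1x PFK enzyme wells and -100% = no-enzyme wells; nearly all actives have a fitted effect of over 60% in size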
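In TEA buffer at pH 8.0 with 5 mM MgCl2, enzyme (1.25 nM) converted F6P (0.5 mM) and ATP (0.1 mM) for 45 min at room temperature. ADP product was read by luciferase luminescence.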
Active calls of the source: *; ? = inconclusive; . = not tested or not shown; [ ] = another dose, or the depositor's remark. Unless noted, the call rests on the fitted dose curve; in most records, active means well fitted curve in the direction sought with a large enough effect; inconclusive means small, poorly fitted or top-dose-only effect, or another doubt; inactive means no such curve, though single readings can be large; an effect the other way counts as inactive or inconclusive. Rows are unselected; about 3% have a hit in one of these screens.

SMILES | TSHR antagonist | B2AR arrestin | Chronic BCR inh | PTAP TSG101 blk | USP2a inh | uPA generation | Eya2 phos inh | TCR act | Mito fusion act | ELG1 repair inh | Tb PFK inh
Cc1cccc(C(=O)NCC(=O)OCC(=O)N2CC3(C)CC2CC(C)(C)C3)c1 (stereo unspecified) | -4 | -0.3% | 4% | -1% | -12% | 1% | 1% | -6%[46.1 µM] | 0% | 6% | -12%
O=C(CCN1C(=O)/C(=C/c2ccccc2Cl)SC1=S)NNC(=O)c1ccccc1O | -3 | -0.4% | 1% | 0% | 2% | -6% | 6% | -3% | 20% | ? | 1%
Cc1ccc(C)c(SCC(=O)OCC(=O)NCc2ccccc2)c1 | 16 | 0.2% | 6% | -4% | -6% | 0% | 0% | -3% | -10% | -1% | -4%
O=C(CCCCCN1C(=O)CCC1=O)Nc1ccc2c(c1)OCO2 | -3 | 0.3% | 0% | 0% | 1% | 0% | 0% | -5% | 3% | ? | 1%
CCOC(=O)c1c(C)n(C)c2ccc(OCC(O)CNC(CC)CO)cc12 (stereo unspecified) | 6 | 0.0% | -9% | -3% | -5% | 2% | 22% | 4% | -4% | 5% | 0%
O=C(NC1CCCC1)c1cccc(Cn2cc([N+](=O)[O-])cn2)c1 | -5 | -0.6% | ? | -3% | 2% | -5% | 1% | 0%[46.1 µM] | -13% | 5% | -1%
CCCC(=O)Nc1ccccc1NC(=O)c1ccc(OCC)c(OCC)c1 | -9 | -0.2% | -12% | 2% | 1% | 0% | 7% | -3% | -2% | ? | 1%
CC(=O)Nc1ccc(N(C(=O)Cc2cccs2)C(C(=O)NC2CCCC2)c2ccncc2)cc1 (stereo unspecified) | 3 | -0.7% | 1% | 0% | 3% | 6% | 18% | -1% | 3% | -3% | 0%
CCCN(CC(=O)Nc1ccccc1C)C(=O)Cc1cccs1 | -15 | 0.0% | 2% | 0% | -1% | 15% | 0% | -1% | -4% | 13% | -3%
O=C(CCc1nc2sc3c(c2c(=O)[nH]1)CCCC3)NCCc1ccccc1 | -7 | 0.4% | 7% | -3% | 3% | 1% | -4% | -7% | -2% | 17% | -17%
CCCn1c(SCC(=O)N2CCc3ccccc32)n[nH]c1=O | 4 | -0.2% | -2% | -5% | 0% | 1% | 2% | -1%[46.1 µM] | . | 23% | 0%
O=C(O/N=C/c1ccc2c(c1)OCO2)c1ccccc1Cl | 1 | 0.3% | ? | . | 1% | . | 0% | . | -2% | 20% | 0%
CC1=CC2=NC(=O)/C(=C\c3cccn3CCOc3ccccc3)C(=N)N2O1 | -16 | 8.3% | ? | 2% | -1% | -19% | -6% | -7%[46.1 µM] | ? | ? | ?
Cc1cccc(NC(=O)c2cnc3sccn3c2=O)c1 | 16 | -0.6% | ? | -5% | 2% | 10µM* | -6% | 1% | -1% | ? | 6%
COc1cc(NC(=S)N2CCCCC2C)cc(OC)c1OC (stereo unspecified) | 16 | 0.1% | ? | -9% | 0% | -6% | -6% | 2% | -1% | 24% | -8%
COc1ccc(CC(=O)NCc2cn3ccsc3n2)cc1 | -1 | -1.1% | -2% | 0% | 3% | 4% | -2% | 3% | -2% | 7% | 0%
Cn1c(SCc2ccc(F)cc2)nnc1-c1cnccn1 | -6 | 0.3% | ? | -5% | 8% | -7% | 10% | 4% | -3% | ? | 2%
COc1ccc(C(=O)Nc2cc(C)nn2-c2cccc(F)c2)cc1OC | -2 | 0.3% | -9% | -5% | -5% | 7% | -27% | -4% | -8% | 15% | 2%
Cc1noc(C)c1C(=O)Nc1sc2c(c1C(N)=O)CCCCC2 | -1 | -0.5% | -3% | -6% | 1% | . | 12% | 7% | 2% | ? | 0%
CCOCN(C(=O)Cn1c(CO)nc2ccccc21)c1c(C)cccc1CC | -3 | -0.5% | -2% | 0% | -1% | 0% | -3% | 0% | 2% | -7% | 1%
O=C(CSc1ncnc2sc3c(c12)CCCC3)c1ccco1 | ? | 0.5% | -2% | -3% | -5% | -3% | 21% | -31% | 21% | ? | -5%
COc1cccc(NC(=O)[C@H](Cc2ccccc2)NC(=O)[C@@H]2Cc3ccccc3CN2)c1 | 39 | 0.0% | ? | 0% | 1% | 1% | -1% | 7% | -3% | ? | 0%
O=C1CC2(CCN(C(=O)c3cccc(F)c3)CC2)Oc2ccccc21 | -11 | -0.2% | 4% | 3% | 2% | -2% | 19% | 4% | 6% | 3% | 0%
N#CCCN1CCN(S(=O)(=O)c2ccc3c(c2)CCC3)CC1 | 4 | -0.3% | 0% | -3% | -1% | 5% | -2% | -5% | 0% | 14% | -11%
CC[C@]12c3[nH]c4cc(-c5ccco5)ccc4c3CCN1C(=O)[C@@H](CC(=O)NCc1ccc(OC)c(OC)c1)C[C@@H]2C(=O)N1CCN(C(=O)c2ccco2)CC1 | -12 | -0.6% | -4% | -4% | 4% | ? | -3% | -3%[46.1 µM] | . | ? | 7%
Remaining list, next part
SMILES | TSHR antagonist | B2AR arrestin | Chronic BCR inh | PTAP TSG101 blk | USP2a inh | uPA generation | Eya2 phos inh | TCR act | Mito fusion act | ELG1 repair inh | Tb PFK inh
CCCc1cc(C(=O)Nc2ccc(C(=O)c3ccccc3)cc2)n(C)n1 | 11 | -0.6% | 2% | -5% | -10% | 0% | -7% | 9% | 9% | ? | 5%
O=C(O)c1ccccc1SCc1cn2cc(Cl)ccc2n1 | -1 | 0.4% | ? | -3% | 9% | 0% | 10% | 7% | 3% | ? | 5%
Cc1sc2ncnc(SCC(=O)NC(C)(C)C)c2c1C | -13 | -0.1% | -3% | -3% | 0% | -2% | 0% | 0% | 8% | 15% | 1%
O=C(N/N=C/c1ccccn1)c1ccc([N+](=O)[O-])cc1Cl | 1 | -0.5% | -1% | -2% | 1% | 2% | 3% | 1% | 1% | ? | -5%
O=C(C1CCN(S(=O)(=O)Cc2ccccc2)CC1)N1CCN(c2ncccn2)CC1 | 0 | -0.1% | -3% | -4% | -2% | 2% | -26% | -5% | -3% | -1% | -3%
Cc1ccc(C(=O)OCC(=O)c2c[nH]c3ccccc23)cc1S(=O)(=O)N1CCOCC1 | -13 | 0.1% | ? | 1% | 2% | 3% | 13% | 3% | -5% | ? | 15%
COc1cc(C(=O)Nc2ccc3c(c2)nc(C)n3C)cc(OC)c1OC | -8 | 0.0% | ? | -4% | 1% | 5.6µM* | -2% | 2% | 0% | ? | 1%
O=C(Nc1ccccc1C(=O)N1CCCC1)c1cccc(S(=O)(=O)N2CCCCCC2)c1 | -9 | -0.5% | -2% | 2% | 0% | 1% | -14% | -13% | 0% | ? | 6%
CCN1C(=O)[C@H]2[C@@H](c3ccc(-c4cccc(Cl)c4)cc3)N[C@@](Cc3ccccc3)(C(=O)OC)[C@H]2C1=O | -18 | 0.1% | ? | -2% | -7% | ? | 1% | -3% | 23% | 2% | -10%
COC(=O)c1c(NC(=O)c2ccoc2C)sc(C)c1C | 5 | 0.4% | 1% | -9% | 2% | 0% | -13% | -3% | 1% | 9% | 2%
CCn1nc(C(=O)OC(C(=O)c2c[nH]c3ccccc23)c2ccccc2)c2ccccc2c1=O (stereo unspecified) | 1 | 0.2% | ? | . | 5% | 0% | 4% | . | 10% | -5% | 7%
COCCn1cnc2c1c(=O)n(Cc1ccccc1C#N)c(=O)n2Cc1ccccc1 | -7 | 0.3% | ? | 0% | 1% | 2% | 0% | 0% | -4% | -6% | -2%
COc1ccc(S(=O)(=O)N(CC(=O)O)Cc2ccccc2)cc1OC | 4 | 0.0% | 3% | -1% | 0% | 0% | -5% | 4% | 0% | -1% | 0%
